# Screens (PubChem)
# MrgX1 antag = antagonists of human MrgX1 receptor | actives 1.3% (n = 310,000) | Q96LB2 | MRGX1-HEK293 calcium flux, Fluo-4, BAM8-22 antagonism; hits give low values | B-score at 10 µM;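 active means calcium-response B-score plate-corrected more than 3 library SD below zero, starting fluorescence within 5 deviations, no agonist response on first addition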;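 further: peak minus trough fluorescence over baseline after final BAM8-22 challenge near maximal dose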
# Target sequence (Q96LB2 whole entry, looked up): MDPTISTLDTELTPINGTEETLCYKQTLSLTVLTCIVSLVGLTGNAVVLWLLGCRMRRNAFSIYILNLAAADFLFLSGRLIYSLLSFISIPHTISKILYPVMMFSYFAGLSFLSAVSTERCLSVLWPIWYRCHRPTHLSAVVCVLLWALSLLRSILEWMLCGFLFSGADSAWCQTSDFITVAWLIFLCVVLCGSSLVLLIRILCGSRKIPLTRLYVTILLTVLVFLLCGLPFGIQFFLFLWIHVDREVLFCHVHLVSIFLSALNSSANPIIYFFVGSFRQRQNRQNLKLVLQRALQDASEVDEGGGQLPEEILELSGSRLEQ
# MrgX1 ag = human MrgX1 receptor agonism, primary screen; Q96LB2; MrgX1-HEK293 cells, Fluo-4 calcium fluorescence, agonist mode; hits give high values; B-score at 10 µM; actives 0.44% (n = 310,000); AID 588627;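 active means calcium response B-score plate-corrected fluorescence ratio at least 3 library SD, with starting fluorescence B-score inside 5 SD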
#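 times = overnight plating, then 30 min 37 °C plus 30 min room-temperature dye loading | assay system = stable human MrgX1 HEK293 cell line | input = fifteen thousand cells per well | signal = kinetic calcium dye fluorescence, Fluo-4 NW | dosing = compound delivered in addition one of three | read-out = B-scored fluorescence response ratio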
# TMEM16A inh = blocks the mouse calcium-activated chloride channel TMEM16A; normalized B-score (activity score, 25-100; higher = stronger inhibition) at 10 µM; actives 1.2% (n = 310,000); HEK293 TMEM16A/YFP iodide influx fluorescence, ionomycin;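 active means ratio plate-corrected score three or more library SD toward inhibition, starting fluorescence score within five deviations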;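 further: score derived from kinetic fluorescence span divided by baseline fluorescence per well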
# MrgX1 allo act = human MrgX1 positive allosteric modulation, primary screen; Q96LB2; MrgX1-HEK293, Fluo-4 calcium flux, FDSS; hits give high values; B-score at 10 µM; actives 0.63% (n = 310,000); AID 588675;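 active means plate-corrected calcium response at least 3 library SD above typical, normal starting fluorescence, not activating the receptor alone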;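 further: compound read alongside a low EC10 to EC30 dose of BAM8-22 agonist; peak minus trough fluorescence over baseline measured at the second addition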
# TRPC4 block = blocks the mouse TRPC4 cation channel; Q9QUQ5; HEK293 TRPC4beta/mu-opioid, DAMGO-evoked Fluo4 calcium flux; hits give low values; B-score at 10 µM; actives 0.39% (n = 300,000);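 active means B-score over 3 SD under the library average, no early fluorescence shift, positive overall ratio signal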
#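 Assay system: HEK293 cells with stable TRPC4beta plus mu-opioid receptor expression; Probe or stimulus: DAMGO in two steps, submaximal then maximal; Dosing: single-point compound dosing; Measured by: Fluo4 calcium-dye fluorescence, kinetic read; Read-out basis: B score from integrated Fluo4 fluorescence ratio.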
# TRPC4 agonist = opens the mouse TRPC4 cation channel. Q9QUQ5. HEK293 TRPC4beta/mu-opioid, Fluo4 calcium fluorescence; hits give high values. B-score at 10 µM. actives 0.49% (n = 310,000);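 active means B-score above 5 SD of library B-scores, and initial fluorescence ratio not above library mean plus 5 SD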;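 further: positive B-score marks a calcium rise read as TRPC4 activation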
#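 Technique: kinetic Fluo4 calcium fluorescence; Test system: TRPC4beta and mu-opioid receptor HEK293 stable cells; Measure: B-scored integrated calcium fluorescence ratio; Benchmarks: low control buffer alone, high control maximal DAMGO; Schedule: 45 min room-temperature Fluo4 loading, 110 s read.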
# TRPC6 inhibitor = inhibitors of mouse TRPC6 channel; Q61143; HEK293-TRPC6, membrane potential dye, ACh-evoked depolarization; hits give low values; B-score at 10 µM; actives 1.1% (n = 310,000); AID 2553;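 active means B-score under library mean minus 3 SD, initial fluorescence not abnormally high, positive integrated signal ratio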;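 further: B-score derived from integrated fluorescence ratio over the kinetic read; more negative B-score means stronger inhibition of depolarization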
# TMEM16A act = mouse TMEM16A channel activation, primary screen. Q8BHY3. HEK293 TMEM16A/YFP-H148Q/I152L, iodide quench fluorescence; hits give low values. B-score at 10 µM. actives 0.3% (n = 340,000). AID 623877;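 active means fluorescence-ratio B-score plate-corrected deviation score at least 3 library SD below zero, with starting fluorescence score within 5 deviations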;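 further: channel opened by trigger with iodide after compound preincubation; score built on the fluorescence ratio of max minus min over baseline; more negative score means more quench and so TMEM16A activation or potentiation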
# RGS4 inh = inhibitors of human RGS4 | P49798 | HEK293 M3R/RGS4 inducible, Fluo-4 calcium flux; hits give high values; triggered by carbachol at its EC20 | B-score at 10 µM | actives 0.45% (n = 310,000) | AID 463165;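 active means B-score, a plate-corrected calcium signal, over three deviations above library mean, with baseline fluorescence within five deviations of library mean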;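 further: RGS4 expression induced by doxycycline in cells with stable M3 receptor; B-score is computed from the integrated fluorescence ratio over baseline after carbachol; higher B-score means a larger calcium signal and so more RGS4 inhibition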
# Target sequence (P49798 whole entry, looked up): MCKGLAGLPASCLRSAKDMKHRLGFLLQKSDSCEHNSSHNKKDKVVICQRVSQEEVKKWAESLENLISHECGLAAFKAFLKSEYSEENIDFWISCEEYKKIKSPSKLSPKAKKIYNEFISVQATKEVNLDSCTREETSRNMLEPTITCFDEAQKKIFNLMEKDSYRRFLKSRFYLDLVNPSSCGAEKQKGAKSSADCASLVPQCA
# TRPC4 PAM = allosterically enhances the mouse TRPC4 cation channel | Q9QUQ5 | HEK293 TRPC4beta/mu-opioid, DAMGO EC20, Fluo-4 Ca2+ flux; hits give high values | B-score at 10 µM | actives 0.42% (n = 310,000) | AID 2227;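 active means B-score of calcium response area above 5 SD of library B-scores, with initial fluorescence ratio within 5 SD of library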;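 further: B-score of integrated fluorescence ratio over time as area under calcium response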
# TRPC6 activator = activates the mouse TRPC6 cation channel. Q61143. HEK293-TRPC6 membrane potential dye fluorescence; hits give high values. B-score at 10 µM. actives 0.13% (n = 310,000);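 active means B-score of the integrated fluorescence ratio above library mean plus 3 SD, and starting fluorescence ratio within library mean plus 5 SD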;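 further: higher score means more depolarization so channel activation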
# Starred values were filed as active, the others as inactive; i = inactive; · = not tested or not shown.
SMILES,MrgX1 antag,MrgX1 ag,TMEM16A inh,MrgX1 allo act,TRPC4 block,TRPC4 agonist,TRPC6 inhibitor,TMEM16A act,RGS4 inh,TRPC4 PAM,TRPC6 activator
CCc1ccc(C2C(C#N)=C(N)N(N(C)C)C3=C2C(=O)CCC3)cc1 (stereo not given),i,i,i,i,i,i,i,i,i,i,i
CCc1c(C)nc2cc(-c3cc(OC)cc(OC)c3)nn2c1N1CCCC1,i,i,i,i,i,i,i,i,i,i,i
COc1cc(NC(=O)CN2C(=O)NC(C)(c3ccc(OC(F)F)cc3)C2=O)cc(OC)c1OC (stereo not given),i,i,i,i,i,i,i,i,i,i,i
COc1ccccc1CCNC(=O)C(=O)NCC1OCCN1S(=O)(=O)c1ccc(OC)c(OC)c1 (stereo not given),i,i,100*,i,i,i,i,i,i,i,i
Cc1ccc(S(=O)(=O)c2cc3c(=O)n4ccccc4nc3n(CCCN3CCOCC3)c2=N)cc1C,i,i,i,i,i,i,-6.2*,i,i,i,i
COc1ccc(-c2cc(C)no2)cc1S(=O)(=O)N1CCCN(Cc2ccc(F)cc2)C1,i,i,i,i,i,i,i,i,i,i,i
Cc1ccc(Cn2cnc3c(cnn3C(C)(C)C)c2=O)cc1,i,i,i,i,i,i,i,i,i,i,i
CN(C)NC(=O)c1csnc1-c1c(Cl)cccc1Cl,i,i,i,i,i,i,i,i,i,i,i
Cc1ccc(C(c2nnnn2CCC(C)C)N2CCN(C)CC2)cc1 (stereo not given),i,i,i,i,i,i,i,i,i,i,i
CCOc1ccc(CNC(=O)c2cc3oc4ccccc4c3n2C)cc1,i,i,i,i,i,i,i,i,i,i,i
COc1cccc(-c2nn3c(-c4ccccn4)nnc3s2)c1,i,i,i,i,i,i,i,i,i,i,i
CC(=O)c1cccc(NC(=O)CN(C)Cc2ccc(OC(F)F)cc2)c1,i,i,i,i,i,i,i,i,i,i,i
CN(Cc1ccccc1)CC(O)COc1ccc(CNCCOc2cccnc2)cc1 (stereo not given),i,i,i,i,i,i,i,i,i,i,i
Cc1cc(C)c2cc(C(=O)N3CCC(C(=O)c4ccc(F)cc4)CC3)[nH]c2c1,i,i,i,i,i,i,i,i,i,i,i
CC(C)C(NS(=O)(=O)c1ccccc1)C(=O)N1CCCCCC1 (stereo not given),i,i,i,i,i,i,i,i,i,i,i
Cc1cccn(Cc2c(F)cccc2Cl)c1=O,i,i,i,i,i,i,i,i,i,i,i
Cc1cc2cc3c(cc2nc1SCC(=O)N1c2ccccc2CC1C)OCO3 (stereo not given),-5*,i,i,i,i,i,i,i,i,i,i
CCC(C)(C)C1CCC2(CC1)NC(=O)N(CC(=O)Nc1nc(-c3ccc(C)cc3)cs1)C2=O (stereo not given),i,i,i,i,i,i,i,i,i,i,i
Cc1noc(C)c1COC(=O)c1ccc2c(c1)OCCO2,i,i,i,i,·,·,·,i,·,·,·
C=CCN(C(=O)c1ccc2snnc2c1)c1ccccc1,i,i,i,i,i,i,i,i,i,i,i
COc1ccc(C(=O)n2c(N)nc3ccccc32)cc1OC,i,i,i,i,i,i,i,i,i,i,i
O=C1C2CC=CCC2C(=O)N1Nc1ccccc1 (stereo not given),i,i,i,i,i,i,i,i,i,i,i
Cc1cccc(C)c1OCc1cc(C(=O)N2CCN(c3ccc(F)cc3)CC2)no1,i,i,25*,i,i,i,i,i,i,i,i
COc1ccc(/C=C2\SC(N)=NC2=O)cc1,i,i,i,i,i,i,i,i,i,i,i
CC1=C(C(=O)OC(C)C)C(c2c(O)ccc3ccccc23)NC(=O)N1 (stereo not given),i,i,i,i,i,i,i,i,i,i,i

# The closing 2 records of the section before lead into the next.
SMILES,MrgX1 antag,MrgX1 ag,TMEM16A inh,MrgX1 allo act,TRPC4 block,TRPC4 agonist,TRPC6 inhibitor,TMEM16A act,RGS4 inh,TRPC4 PAM,TRPC6 activator
COc1ccc(/C=C2\SC(N)=NC2=O)cc1,i,i,i,i,i,i,i,i,i,i,i
CC1=C(C(=O)OC(C)C)C(c2c(O)ccc3ccccc23)NC(=O)N1 (stereo not given),i,i,i,i,i,i,i,i,i,i,i
CC(CCc1ccccc1)NC(=O)c1nnc(Cc2ccc(Cl)cc2)o1 (stereo not given),i,i,i,i,i,i,i,i,i,i,i
Cc1cc(NC(=O)CCC(=O)N(Cc2ccccc2)C(C(=O)NC2CCCC2)c2ccc(C)o2)no1 (stereo not given),i,i,i,i,i,i,i,i,i,i,i
COc1ccc(NC(=O)CC2C(=O)N(C)C(=S)N2Cc2ccncc2)cc1 (stereo not given),i,i,i,i,i,i,i,i,i,i,i
N#CCC(=O)NC1CCC(CC2CCC(NC(=O)CC#N)CC2)CC1 (stereo not given),i,i,i,i,i,i,i,i,i,i,i
CC(=O)Nc1ccc(NC2=CC(=O)CC(C)(C)C2)cc1,i,i,i,i,i,i,i,i,i,i,i
CC(C)n1c(C(F)(F)F)nc2cc(C(=O)N3CCC(O)CC3)ccc21,i,i,i,i,i,i,i,i,i,i,i
O=C(Nc1ccnn1C1CCN(Cc2ccc(O)c(Cl)c2)CC1)C1CCCC1,i,i,i,i,i,i,i,i,i,i,i
Cc1ccc(NC(=O)c2cc(S(=O)(=O)N3CCc4ccccc43)cn2C)cc1,i,i,i,i,i,i,i,i,i,i,i
O=C(NCC1CC1)C1(S(=O)(=O)c2ccccc2)CC=CC1,i,i,i,i,i,i,i,i,i,i,i
O=c1n(S(=O)(=O)c2cccc3cccnc23)c2ccccc2n1S(=O)(=O)c1cccc2cccnc12,i,i,i,i,i,i,i,i,i,i,i
CCc1nnc(NC(=O)C2CCCN2C(=O)Nc2ccc(C)cc2)s1 (stereo not given),i,i,i,i,i,i,i,i,i,i,i
C/C(=N/NC(=S)Nc1cccc(C)c1)c1cccc([N+](=O)[O-])c1,i,i,i,i,i,i,-5.3*,i,i,i,i
NC(=O)c1cc([N+](=O)[O-])ccc1NCc1ccc(N)cc1,i,i,i,i,·,·,·,i,·,·,·
C=CCn1c(-c2ccc(Cl)cc2)cnc1SC(C)C(=O)NC(N)=O (stereo not given),i,i,i,i,i,i,i,i,i,i,i
CC12CCC(C(=O)NCc3ccccc3)(OC1=O)C2(C)C (stereo not given),i,i,i,i,i,i,i,i,i,i,i
CC1CCCN(CCCN2C(=O)C3C(C(=O)Nc4ccc(Cl)cc4)C4C=CC3(O4)C2C(=O)NC2CCCCC2)C1 (stereo not given),i,i,i,i,-6*,i,i,i,i,i,i
c1ccc(NC2=Nc3ccccc3CC2)cc1,i,i,i,i,i,i,i,i,i,i,i
COc1cc(O)ccc1/C=N/NC(=O)c1ccc([N+](=O)[O-])cc1,i,i,i,i,i,i,i,i,i,i,i
Cc1ccc2nc(SCC(=O)NCc3ccco3)c(C#N)cc2c1,i,i,i,i,i,i,i,i,i,i,i
CCC1CCC2(CC1)NC(CO)(CO)CO2 (stereo not given),i,i,i,i,i,i,i,i,i,i,i
COC(=O)c1c(NC(=O)C2CC=CCC2C(=O)O)sc2c1CCCCC2 (stereo not given),i,i,i,i,i,i,i,i,i,i,i
CCCCCCC1CC(/C(C)=N\NC(N)=O)OC1=O (stereo not given),i,i,i,i,i,i,i,i,i,i,i
CCOc1ccc(-c2noc(CCC(=O)NC3CCCCC3)n2)cc1OC,i,i,i,i,i,i,i,i,i,i,i
CCN(C(=O)CSc1nnc(C)n1Cc1ccccc1)C1CCS(=O)(=O)C1 (stereo not given),i,i,i,i,i,i,i,i,i,i,i
COc1ccc(OCC(=O)N/N=C(\C)CC(=O)Nc2ccc(NC(C)=O)cc2)cc1,i,i,i,i,i,i,i,i,i,i,i
# Continued:
SMILES,MrgX1 antag,MrgX1 ag,TMEM16A inh,MrgX1 allo act,TRPC4 block,TRPC4 agonist,TRPC6 inhibitor,TMEM16A act,RGS4 inh,TRPC4 PAM,TRPC6 activator
COc1ccc2[nH]cc(CCNC(=O)COc3ccc4ccc(=O)oc4c3)c2c1,i,i,i,i,i,i,i,i,i,i,i
COc1ccc(NC(=S)Nc2ccc(C)c(S(=O)(=O)N3CCCCC3)c2)cc1,i,i,i,i,i,i,i,·,i,i,i
CC(=O)Nc1ccc(NC(=O)c2cc(-c3cc(C)c(C)cc3O)n[nH]2)cc1,i,i,i,i,i,i,i,i,i,i,i
CC1CCCN(CC(=O)Nc2ccc(S(=O)(=O)N3CCCCC3)cc2)C1 (stereo not given),i,i,i,i,i,i,i,i,i,i,i
FC(F)(F)c1ccc(Oc2ccc3ccccc3c2Br)nc1,i,i,i,i,i,i,i,i,i,i,i
COC(=O)c1cccc(NC(=O)CC2C(=O)NCCN2C(=O)c2ccc(F)cc2F)c1 (stereo not given),i,i,i,i,i,i,i,i,i,i,i
CCOC(=O)c1ccc(NC(=O)C2CC3CCC2C3)cc1 (stereo not given),i,i,i,7.5*,i,i,i,i,i,i,i
O=c1[nH]c(=O)c2nc(-c3ccc(Cl)cc3)cnc2[nH]1,i,i,i,i,i,i,i,i,i,i,i
O=S(=O)(NC1CCSc2ccccc21)c1ccccc1 (stereo not given),i,i,i,i,i,i,i,i,i,i,i
CCN(CC)S(=O)(=O)c1cc(NC(=O)CN2CCN(c3ccccn3)CC2)ccc1C,i,i,i,i,i,i,i,i,i,i,i
Fc1ccc(OCc2nn3c(Cn4nnc5ccccc54)nnc3s2)cc1,i,i,i,i,i,i,i,i,i,i,i
O=C(c1cccc(NC2=NC3CS(=O)(=O)CC3S2)c1)N1CCN(c2ccc(F)cc2)CC1 (stereo not given),i,i,i,i,i,i,i,i,i,i,i
CC(=O)N1N=C(c2ccc(Cl)cc2)OC1(C)C,i,i,i,i,i,i,i,i,i,i,i
COc1ccc(CC(=O)NNC(=S)NC(=O)c2cccnc2)cc1,i,i,i,i,i,i,i,i,i,i,i
COc1cccc(/C=N/NC(=O)CN(CCc2ccccc2)S(=O)(=O)c2ccc(NC(C)=O)cc2)c1,i,i,i,i,i,i,i,i,i,i,i
CC1(C)CC(=O)C2=C(C1)N(CCN1CCOCC1)C1=C(C(=O)CC(C)(C)C1)C2c1cccc(F)c1,i,i,i,i,i,i,i,i,i,i,i
Cc1ccc(-c2nc(C=Nc3cccc(C)c3)c(O)o2)cc1,i,i,i,i,i,i,i,i,i,i,i
